OX1R antag-1 – antagonists of human orexin 1 receptor (OX1R) | O43613 | OX1R-expressing cells, FRET antagonist read-out | inhibition, % at 6.6 µM | 330,000 tested, 1.8% active | AID 485270; in the data active = inhibition mostly above about 38%, no sharp cut-off; inactive = mostly below about 40%;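 note: 0% = agonist challenge alone and 100% = reference antagonist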
Target sequence (O43613 whole entry, looked up): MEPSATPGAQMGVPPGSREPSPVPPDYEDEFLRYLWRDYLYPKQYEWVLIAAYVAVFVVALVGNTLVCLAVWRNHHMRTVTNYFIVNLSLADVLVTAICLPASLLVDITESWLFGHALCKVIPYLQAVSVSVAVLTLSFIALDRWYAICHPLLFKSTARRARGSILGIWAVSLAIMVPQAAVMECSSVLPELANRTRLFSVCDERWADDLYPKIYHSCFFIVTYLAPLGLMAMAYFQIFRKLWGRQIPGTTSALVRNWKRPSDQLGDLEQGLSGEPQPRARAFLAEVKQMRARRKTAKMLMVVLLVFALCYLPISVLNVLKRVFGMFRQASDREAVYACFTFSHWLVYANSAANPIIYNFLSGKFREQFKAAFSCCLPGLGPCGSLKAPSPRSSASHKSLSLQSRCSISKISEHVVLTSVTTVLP
CHT allo act – allosteric activators of human choline transporter CHT; CHT-expressing cells, membrane potential dye, choline EC20; stronger effect = higher value; LV-AA mutant CHT in HEK293 cells; B-score at 10 µM; 310,000 tested, 0.49% active;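 active = initial fluorescence not abnormally high and integrated response B-score, plate-corrected, over 3 SD above library mean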
Target sequence (Q9GZV3 whole entry, looked up): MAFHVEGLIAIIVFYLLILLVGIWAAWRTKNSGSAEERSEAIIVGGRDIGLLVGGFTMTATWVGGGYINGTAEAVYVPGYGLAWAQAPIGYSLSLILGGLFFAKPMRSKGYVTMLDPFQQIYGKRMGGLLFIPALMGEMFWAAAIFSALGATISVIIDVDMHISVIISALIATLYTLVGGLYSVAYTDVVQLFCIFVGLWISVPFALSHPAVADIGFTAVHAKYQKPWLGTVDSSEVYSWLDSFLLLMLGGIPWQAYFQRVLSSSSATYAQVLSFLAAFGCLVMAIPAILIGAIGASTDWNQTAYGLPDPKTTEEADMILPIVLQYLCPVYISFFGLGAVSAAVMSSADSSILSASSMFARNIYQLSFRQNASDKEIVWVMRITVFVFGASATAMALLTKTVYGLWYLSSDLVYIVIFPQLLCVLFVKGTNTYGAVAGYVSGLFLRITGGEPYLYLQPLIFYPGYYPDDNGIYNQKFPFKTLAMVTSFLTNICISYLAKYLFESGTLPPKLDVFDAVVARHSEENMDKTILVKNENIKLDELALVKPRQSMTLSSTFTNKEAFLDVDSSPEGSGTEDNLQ
OX1R antag-2 – blocks the human orexin 1 receptor. CHO/OX1R cells, Fluo-8 calcium fluorescence, orexin A. inhibition, % at 5 µM. 330,000 tested, 0.43% active. AID 434989;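 active = inhibition above its plate's threshold, mean inhibition of all tested compounds on the plate plus 3 SD, cut at about 37% in these data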;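 note: 0% = orexin A challenge wells and 100% = SB-334867-A antagonist wells; not every result past the cut was called active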
Active calls of the source: *; i = inactive; . = no result given.

SMILES	OX1R antag-1	CHT allo act	OX1R antag-2
COc1ccc(CNC(=O)C2CCC(CNS(=O)(=O)c3ccc(C)cc3)CC2)cc1 (centres undefined)	-3	i	-21
O=S(=O)(c1ccc(Cl)c(C(F)(F)F)c1)N1CCN(CC(O)COCC2CCCO2)CC1 (centres undefined)	6	i	-22
Cc1cc(NC(=O)COc2ccc([N+](=O)[O-])cc2)no1	3	.	13
CCNC(=O)COc1ccc2ccccc2c1	6	i	0
CC(=O)Oc1ccc(N(C(C)=O)S(=O)(=O)c2ccc3ccccc3c2)cc1Br	2	i	-10
CC(C)(Oc1ccc(Cl)cc1)C(=O)N1CCN(C(=O)c2ccco2)CC1	14	i	-28
O=C(CNCc1ccccn1)N1CCc2ccccc2C1	11	i	-2
O=C(CSc1nc2[nH]ncc2c(=O)[nH]1)N1CCCCC1	8	i	5
c1ccc2c(c1)Nc1nccnc1S2	9	i	-5
COc1cccc(-c2nc(=S)c3c(n2Cc2ccco2)CCCC3)c1	31	i	-6
Cc1ccc(-c2nnc(CSc3nc(C)nc4sc(C)c(C)c34)o2)cc1	5	i	-2
Cc1cccc(-n2c(CCn3nc(C)c([N+](=O)[O-])c3C)n[nH]c2=S)c1	6	i	-15
CC(=O)C1=C(O)C(=O)N(c2nccs2)C1c1ccc(F)cc1 (centres undefined)	13	i	-10
CC1CCN(C(=O)CSc2ccc(-c3ccc(F)cc3)nn2)CC1	19	i	-22
CN(c1ccccc1)S(=O)(=O)c1cccc(C(=O)NCc2ccccc2CN2CCCC2)c1	0	.	-32
O=C(Nc1cccc(F)c1)C1CCN(C(=O)N2CCOc3ccccc32)CC1	7	i	-12
CCOC(=O)C1=C(C)NC(C)=C(C(=O)OCC)C1c1ccc(OC)cc1	12	i	-40
O=C(NCCN1CCOCC1)NC1(C(F)(F)F)Oc2ccc(Cl)cc2O1 (centres undefined)	6	i	-3
O=C(Nc1ccc(-c2noc(CCc3ccccc3)n2)cc1)c1cccnc1	26	i	16
O=C(CCCCn1c(=O)c2ccccc2n(Cc2ccc(F)cc2)c1=O)NCc1ccco1	21	i	-34
O=C(O)c1cc(S(=O)(=O)N2CC3CC3C2C(=O)O)c(Cl)cc1Cl (centres undefined)	0	i	5
O=C(NCN1C(=O)C2C3C=CC(C3)C2C1=O)Nc1cccnc1 (centres undefined)	9	i	-20
CCCn1c(C(O)c2cc(OC)ccc2OC)nc2ccccc21 (centres undefined)	48	i	-32
Cc1noc(C)c1C1(O)CCCCCCCCCCC1	0	i	-12
CN(c1cccc(NC(=O)Nc2cccc(Cl)c2)c1)S(C)(=O)=O	98*	i	72*
O=C(NCCc1c[nH]c2ccccc12)c1ccco1	22	i	-23
Cc1cccc(NC(=O)c2ccc(-n3cncn3)c([N+](=O)[O-])c2)c1	17	i	-30
CCOc1cc(/C=N/NC(N)=O)cc(Br)c1OCC(=O)Nc1cccc2ccccc12	53	i	-21
O=C(COc1coc(CN2CCN(c3ccccc3)CC2)cc1=O)Nc1cccc(F)c1	12	i	-15
Cc1ccc(/C=C/C(=O)O)cc1S(=O)(=O)NCCO	10	i	-10
COc1cc(OC)cc(C(=O)N[C@H](C(=O)OCC(=O)NC(=O)c2cccn2C)C(C)C)c1	12	i	-20
COc1ccc(N2CCC(N3CCN(C)C(CCO)C3)CC2)cc1 (centres undefined)	2	i	-12
Cc1c(Cc2ccc3c(c2)OCO3)sc(NC(=O)C2CC2)c1C(N)=O	13	i	-7
CCN(CC)S(=O)(=O)c1cccc(C(=O)OC2CC(C)OC2=O)c1 (centres undefined)	14	i	-26
COCCNc1ncnc2c1cnn2Cc1ccc(Cl)cc1	16	i	-2
O=C(NCc1ccccc1)c1cc[n+]([O-])cc1	-6	i	-4
COc1cccc(CN2CCNC(=O)C2CC(=O)NC2CCCCCCC2)c1 (centres undefined)	6	i	-27
OCC[C@H]1C[C@H](O)[C@@H](O)[C@]2(CCc3ccccc3O2)O1	3	i	-11
O=C(COc1ccc(Cl)cc1[N+](=O)[O-])NC1CCCCC1	18	i	-9
COc1ccc(C2Nc3ccccc3C(=O)N2NS(C)(=O)=O)c(OC)c1 (centres undefined)	1	i	2
O=C(CSc1ncccn1)NCc1cccs1	12	i	-8
Clc1ccc(OCCn2c(-c3ccco3)nc3ccccc32)cc1	16	i	-38
OCc1ccnc(Cl)c1	-6	i	-1
O=C(CCSc1ccccc1)NC1CCCCCC1	20	i	-23
COC(=O)C1CCN(C(=O)/C(C)=C\c2ccccc2)CC1	5	i	-9
CC(C)(C)CC(=O)NC(=S)N1CCCCCC1	5	i	-15
COc1ccc(NC(=O)CSc2nnc(C)n2Cc2ccccc2)cc1	8	i	-27
COC(=O)[C@]1(Cc2ccccc2)N[C@H](CN(C)C(C)=O)[C@@H]2C(=O)N(C)C(=O)[C@@H]21	10	.	-17
Nc1cc2c(cc1[N+](=O)[O-])OCCOCCOCCO2	29	i	-18
Cc1cc(C(F)(F)F)nn1CC(=O)NNC(=S)Nc1cccc(Cl)c1	1	i	-8
CCC(c1c(C)n(C)n(-c2ccccc2)c1=O)c1c(C)n(C)n(-c2ccccc2)c1=O	12	i	-28
O=C(c1cc2nc(-c3ccco3)cc(C(F)(F)F)n2n1)N1CCCCCC1	9	i	-31
O=C1Nc2ccccc2S/C1=C/Nc1cccc(Cl)c1	12	i	-38
O=C1C2=C(Nc3ccccc3SC2c2ccco2)c2ccccc21 (centres undefined)	27	i	12
COc1ccc(OC)c(NC(=O)CCNC(=O)Cn2ccc3ccccc3c2=O)c1	22	i	-6
CC12CCC(=O)N1C(C(=O)N1CCN(c3ccc(C(F)(F)F)cc3[N+](=O)[O-])CC1)CS2 (centres undefined)	11	i	-10
O=C(O)c1ccc(N/N=C/C=C/c2ccccc2)cc1	3	i	-8
Cc1cc2oc(=O)cc(Cn3nnc(-c4ccc(Cl)cc4)n3)c2cc1C(C)C	16	i	-12
O=C(Nc1nccs1)c1cccc(N2C(=O)c3cccc4c([N+](=O)[O-])ccc(c34)C2=O)c1	29	i	-11
Nc1ccccc1C(=O)NNc1c2ccccc2nc2ccccc12	26	i	13

Later entries:
SMILES | OX1R antag-1 | CHT allo act | OX1R antag-2
COCCNC(=O)CN1C(=O)NC2(CCCc3ccccc32)C1=O (centres undefined) | 13 | i | 0
O=C(C1CCN(c2nnc(-n3cccc3)s2)CC1)N1CCOCC1 | 1 | i | -14
COc1ccc(OCC(O)Cn2c(N)nc3c2c(=O)[nH]c(=O)n3C)cc1 (centres undefined) | 16 | i | 9
COc1cc(C[C@@H](C)[C@@H](C)Cc2ccc(O)c(OC)c2)ccc1O | 4 | . | 10
O=C(c1cc2ccccc2o1)N1CCN(c2ncccn2)CC1 | 8 | . | -2
CC(C)CC(=O)NC(=S)Nc1ccccc1N1CCCC1 | 9 | i | -29
C[C@]12C(=O)N(c3ccc(Cl)cc3)C(=O)N1[C@H]1c3ccccc3OC[C@@H]1[C@H]2c1ccccc1 | 22 | i | -16
C=CCNC(=O)c1c(-c2c(F)cccc2Cl)noc1C | 22 | i | -24

Gathered by group: the entries above containing a furan ring, fused or not (8)
SMILES | OX1R antag-1 | CHT allo act | OX1R antag-2
CC(C)(Oc1ccc(Cl)cc1)C(=O)N1CCN(C(=O)c2ccco2)CC1 | 14 | i | -28
COc1cccc(-c2nc(=S)c3c(n2Cc2ccco2)CCCC3)c1 | 31 | i | -6
O=C(CCCCn1c(=O)c2ccccc2n(Cc2ccc(F)cc2)c1=O)NCc1ccco1 | 21 | i | -34
O=C(NCCc1c[nH]c2ccccc12)c1ccco1 | 22 | i | -23
Clc1ccc(OCCn2c(-c3ccco3)nc3ccccc32)cc1 | 16 | i | -38
O=C(c1cc2nc(-c3ccco3)cc(C(F)(F)F)n2n1)N1CCCCCC1 | 9 | i | -31
O=C1C2=C(Nc3ccccc3SC2c2ccco2)c2ccccc21 (centres undefined) | 27 | i | 12
O=C(c1cc2ccccc2o1)N1CCN(c2ncccn2)CC1 | 8 | . | -2

The listing continues.
SMILES | OX1R antag-1 | CHT allo act | OX1R antag-2
CCn1c(C)c(C)c2cc(C(=O)NCCc3ccco3)ccc21 | 18 | i | -27
CC(C)(C)NC(=O)C(=O)NNC(=O)COc1ccc(Br)cc1 | 9 | i | -12
CC(NC(=O)c1cc2cc(Cl)ccc2oc1=N)c1ccccc1 (centres undefined) | 17 | i | -17
CN(C)CCn1c2c(c(SCC(=O)Nc3ccc4c(c3)OCCO4)nc1=O)CCCC2 | 9 | i | -30
Cc1ccc(CC(=O)N2CCN(S(=O)(=O)c3ccccc3)CC2)cc1C | 14 | i | -17
O=C1c2ccccc2S(=O)(=O)c2cc(C(=O)N3CCN(c4ccccc4)CC3)ccc21 | 32 | i | -4
O=C(O)COc1ccc2c3c(c(=O)oc2c1)CCC3 | 14 | i | 0
CCOc1ccccc1OCCOCCN1CCN(Cc2ccccc2)CC1 | 5 | i | -19
CCN(CC)C(=O)COc1ccc2oc(C)c(C(=O)OC)c2c1 | 31 | i | -27
COc1ccc(-c2csc3ncnc(N4CCN(S(=O)(=O)c5ccc(C(C)=O)cc5)CC4)c23)cc1 | 18 | i | -26
COc1ccc(CNC(=O)C(=O)NCC(c2ccco2)N2CCOCC2)cc1 (centres undefined) | 0 | i | -7
CCc1cc(=O)oc2cc(C)cc(OCC(=O)NCc3ccncc3)c12 | 5 | i | 17
Cc1[nH]n(-c2ccc(Cl)c(Cl)c2)c(=O)c1CCO | 4 | i | -33
CCOC(=O)N/N=C(\C)c1ccc(C)c([N+](=O)[O-])c1 | 12 | i | -15
CCCCCCC1CCC(C(=O)Nn2c(C)nc3ccccc3c2=O)CC1 (centres undefined) | 15 | i | -33
Cc1ccc(CNC(=O)CSc2nc(=O)n3cccc(C)c3n2)cc1 | 7 | i | -14
CCc1ccc(OCC(=O)Nc2ccc3c(c2)COC3=O)cc1 | 9 | i | 2
Cc1ccc(-n2c3c(cc(C(=O)NCc4ccco4)c2=O)C(=O)CC(C)(C)C3)cc1 | 10 | i | -5
O=C(CCCN1C(=O)/C(=C/c2ccccc2)SC1=S)Nc1ccc(O)cc1 | 34 | i | -12
CCOC(=O)N1CCN(C(=O)C2COc3ccccc3O2)CC1 (centres undefined) | 24 | i | -26
CCOc1ccccc1-n1c(SCC(=O)NC)nnc1-c1ccco1 | 7 | i | -6
Cc1cc(C)cc(N(CCC#N)C(=O)CSc2n[nH]c(N)n2)c1 | 22 | i | -5
CS(=O)(=O)c1nc(S(=O)(=O)c2ccc(Cl)cc2)c(N2CCC(C(N)=O)CC2)s1 | 4 | i | -11
CC(C(=O)Nc1ccccc1F)N1CCN(C)CC1 (centres undefined) | 15 | i | -12
Cn1cccc1C(C(=O)NC1CCCCC1)N(C(=O)Cc1cccs1)c1ccc2c(c1)OCO2 (centres undefined) | 6 | i | -22
Oc1ccc(N=C/C=C/c2cccc(Br)c2)cc1-c1nc2ccccc2s1 | 33 | i | -25
C=CCC1NS(=O)(=O)OCC1NC(=O)OCC(Cl)(Cl)Cl (centres undefined) | 6 | i | -21
COc1ccc([N+](=O)[O-])cc1NC(=O)C1CCCO1 (centres undefined) | 14 | i | -1
O=C1C(=O)N(CCN2CCOCC2)C(c2ccc(F)cc2)/C1=C(/O)c1ccc(S(=O)(=O)N2CCOCC2)cc1 (centres undefined) | 33 | i | -21
Cc1ccc2ccccc2c1COC(=O)c1nonc1N | 14 | i | -9
Cc1nn(-c2ccc(N3CCOCC3)nn2)c(C)c1CCC(=O)NCc1ccc(F)cc1 | 7 | i | -7
CC1CCCCN1S(=O)(=O)c1ccc(S(=O)(=O)N2CCN(c3ccccc3)CC2)cc1 (centres undefined) | 7 | i | -8
O=C(Cn1ccc(C(F)(F)F)n1)N/N=C/c1cccs1 | 6 | i | 13
COc1cc(-c2nnc(SCc3c(F)cccc3Cl)o2)cc(OC)c1OC | 24 | i | -29
Cc1ccc(C)c(OCCC(=O)NNC(=O)c2ccccc2)c1 | 14 | i | 18
C=CCNC(=S)Nc1ccc(C(N)=O)cc1 | -4 | i | 2
CCCOc1ccc(/C=C/c2c([N+](=O)[O-])c(=O)n(C)c(=O)n2C)cc1 | 16 | i | -27
Cn1cc(CC(=O)N2CCN(c3ccc(Cl)cc3)CC2)c2ccccc21 | 2 | i | -32
CC(CCc1ccccc1)NC(=O)COC(=O)c1cccn1C (centres undefined) | 8 | . | -12
CCn1c(=O)n(CC)c2cc(S(N)(=O)=O)c(C)cc21 | 12 | i | -1
COC(=O)c1c(NC(=O)CN2CCC3(O)CCCCC3C2c2cc(OC)ccc2OC)sc(C)c1C (centres undefined) | 41 | i | -14
O=C(CN1C(=O)c2ccccc2S1(=O)=O)Nc1ccccc1C(=O)NCc1ccco1 | 56 | i | 1
CCc1ccc(NC(=O)c2ccc(NC3=NC4CS(=O)(=O)CC4S3)cc2)cc1 (centres undefined) | -5 | i | -14
O=C(NNC(=O)c1cccc([N+](=O)[O-])c1)c1ccncc1 | 46* | i | -5
CC(C)(C)n1cnc2cc(NS(=O)(=O)c3ccccc3)ccc21 | 3 | i | -24
Cc1c(C)c(C)c2[nH]c(=S)[nH]c2c1C | 2 | i | -6
C=C(C)C1CC=C(C)/C(=N/NC(=O)COc2ccc(Cl)cc2)C1 (centres undefined) | 4 | i | -8

Screening results as filed in PubChem BioAssay.
